Yeast eIF2B: GCN4-lacZ reporter reduction in eIF2B-epsilon mutant yeast, primary screen, S. cerevisiae, eIF2B-epsilon R284H, Beta-Glo luminescence. 27,000 compounds, 0.91% hits. inhibition, % at 25 µM (by protocol);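 active means mutant luminescence inhibited past about 50% while wild type luminescence and mutant growth stay under set limits, limit read from the data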; further: some compounds called inactive have numbers as strong as hits
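material = yeast eIF2B-epsilon R284H mutant carrying GCN4–beta-galactosidase fusion | schedule = 16 h growth with compound at 30 °C, 90 min Beta-Glo step | measured by = luminescence and A595 | compound dosing = one concentration, 25 µM, 0.25% DMSO | read-out basis = % inhibition of reporter signal and growth versus controls | buffer or medium = YPD medium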
Yeast tox: yeast growth toxicity, wild-type and mutant, primary screen, cytotoxicity control for eIF2B function restoration project, wild-type and eIF2Bepsilon R284H mutant, A595; AID 685, 2007; S. cerevisiae wild-type growth, A595 turbidity, 16 h; growth inhibition, % at 25 µM (by protocol); 30,000 compounds, 0.3% hits;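 active means mutant and wild-type yeast strains alike exhibit over 30% growth inhibition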;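 further: 0% = untreated cell controls and 100% = YPD media blanks without cells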
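system = S. cerevisiae wild-type or eIF2Bepsilon-R284H mutant strain | buffer or medium = YPD medium | dosing = one dose, 25 µM compound, 0.2% DMSO | schedule = 16 h at 30 °C | measured by = A595 turbidity | evaluation = growth inhibition (%) versus cell controls and blanks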
Yeast tox inhibition %: further read-out of Yeast tox, marked with its call; growth inhibition, %; S. cerevisiae eIF2Bepsilon-R284H mutant growth, A595 turbidity, 16 h;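 each compound tested once at 25 µM; 0% equals untreated cells and 100% equals cell-free medium blanks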
Yeast eIF2B mutant toxicity: recorded beside Yeast eIF2B, whose call it bears; growth inhibition, %; measured here: mutant yeast growth, toxicity;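 each compound tested once at 25 µM; zero equals untreated control growth and 100 equals blank medium absorbance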
An asterisk follows results filed as active. An excerpt, so the mix of outcomes need not match the whole.

How did CCC1SC2=NC(C)=C(C(=O)OCC(C)C)C(/C=C/c3ccccc3OC)N2C1=O (stereo not drawn) do in these assays?
Yeast eIF2B: -0.7; Yeast tox: 6.0; Yeast tox inhibition %: -19.1; Yeast eIF2B mutant toxicity: -19.1

Results for COCCn1c(C)cc2c(c1=O)C(c1ccco1)C(C#N)=C(N)O2 (stereo not drawn) ?
Yeast eIF2B: -6.7; Yeast tox: 7.8; Yeast tox inhibition %: -23.8; Yeast eIF2B mutant toxicity: -23.8

What do the screens show for `O=C(CSc1nnc(-c2ccncc2)n1C1CCCCC1)Nc1cccc(O)c1`?
Yeast eIF2B: -43.0; Yeast tox: 7.2; Yeast tox inhibition %: 6.9; Yeast eIF2B mutant toxicity: 6.9

What do the screens show for `CCCCC(=O)Nc1cccc(-c2nnc(-c3ccccc3)o2)c1`?
Yeast eIF2B: -0.2

What do the screens show for `COc1c(O)ccc2cnn(-c3ccccc3C)c(=O)c12`?
Yeast eIF2B: 19.5; Yeast tox: 26.8; Yeast tox inhibition %: 28.0; Yeast eIF2B mutant toxicity: 28.0

What do the screens show for `O=C(CCNC(=O)c1ccc(Br)o1)NC1CCCC1`?
Yeast eIF2B: 3.9; Yeast tox: 4.9; Yeast tox inhibition %: -12.5; Yeast eIF2B mutant toxicity: -12.5

What do the screens show for `c1ccc(-n2ncc3c(NCCCN4CCOCC4)ncnc32)cc1`?
Yeast eIF2B: 15.3; Yeast tox: -20.8; Yeast tox inhibition %: -23.8; Yeast eIF2B mutant toxicity: -23.8

What do the screens show for `CC(=O)N1CC2(C)CN(C(C)=O)CC(C)(C1)C2`?
Yeast tox: 3.3; Yeast tox inhibition %: 0.0

How did CC(NC(=O)c1ccco1)c1ccc2c(c1)OCCO2 (stereo not drawn) do in these assays?
Yeast eIF2B: 16.4; Yeast tox: -11.4; Yeast tox inhibition %: 6.1; Yeast eIF2B mutant toxicity: 6.1

How did O=C(NCCCNC(=O)C(F)(F)C(F)F)C(F)(F)C(F)F do in these assays?
Yeast eIF2B: -4.1; Yeast tox: 2.2; Yeast tox inhibition %: -4.5; Yeast eIF2B mutant toxicity: -4.5

Results for O=C(CCCNS(=O)(=O)c1cccc2nsnc12)NCc1ccc(Cl)cc1 ?
Yeast eIF2B: 12.7; Yeast tox: 9.7; Yeast tox inhibition %: 0.0

How did O=C(CCN1CCOCC1)c1ccc2c(c1)OCCO2 do in these assays?
Yeast eIF2B: 2.1

How did CCSc1nnc(-c2ccncc2)o1 do in these assays?
Yeast eIF2B: -14.2; Yeast tox: 9.8; Yeast tox inhibition %: -14.3; Yeast eIF2B mutant toxicity: -14.3

What do the screens show for `C[N+]1(CC(=O)Nc2ccc(F)cc2)CCN(C(=O)c2ccco2)CC1`?
Yeast eIF2B: 7.8; Yeast tox: -8.9; Yeast tox inhibition %: -30.0; Yeast eIF2B mutant toxicity: -30.0

Results for Cc1cc2ncn(C(=O)N3CCCCCC3)c2cc1C ?
Yeast eIF2B: 26.4; Yeast tox: -13.6; Yeast tox inhibition %: -8.7; Yeast eIF2B mutant toxicity: -8.7

9 compounds already listed, arranged by heavy-atom count, descending.
How did CCC1SC2=NC(C)=C(C(=O)OCC(C)C)C(/C=C/c3ccccc3OC)N2C1=O (stereo not drawn) do in these assays?
Yeast eIF2B: -0.7; Yeast tox: 6.0; Yeast tox inhibition %: -19.1; Yeast eIF2B mutant toxicity: -19.1

What do the screens show for `O=C(CSc1nnc(-c2ccncc2)n1C1CCCCC1)Nc1cccc(O)c1`?
Yeast eIF2B: -43.0; Yeast tox: 7.2; Yeast tox inhibition %: 6.9; Yeast eIF2B mutant toxicity: 6.9

What do the screens show for `C[N+]1(CC(=O)Nc2ccc(F)cc2)CCN(C(=O)c2ccco2)CC1`?
Yeast eIF2B: 7.8; Yeast tox: -8.9; Yeast tox inhibition %: -30.0; Yeast eIF2B mutant toxicity: -30.0

What do the screens show for `CCCCC(=O)Nc1cccc(-c2nnc(-c3ccccc3)o2)c1`?
Yeast eIF2B: -0.2

What do the screens show for `COc1c(O)ccc2cnn(-c3ccccc3C)c(=O)c12`?
Yeast eIF2B: 19.5; Yeast tox: 26.8; Yeast tox inhibition %: 28.0; Yeast eIF2B mutant toxicity: 28.0

Results for Cc1cc2ncn(C(=O)N3CCCCCC3)c2cc1C ?
Yeast eIF2B: 26.4; Yeast tox: -13.6; Yeast tox inhibition %: -8.7; Yeast eIF2B mutant toxicity: -8.7

What do the screens show for `O=C(CCNC(=O)c1ccc(Br)o1)NC1CCCC1`?
Yeast eIF2B: 3.9; Yeast tox: 4.9; Yeast tox inhibition %: -12.5; Yeast eIF2B mutant toxicity: -12.5

What do the screens show for `CC(=O)N1CC2(C)CN(C(C)=O)CC(C)(C1)C2`?
Yeast tox: 3.3; Yeast tox inhibition %: 0.0

How did CCSc1nnc(-c2ccncc2)o1 do in these assays?
Yeast eIF2B: -14.2; Yeast tox: 9.8; Yeast tox inhibition %: -14.3; Yeast eIF2B mutant toxicity: -14.3

Following part:
How did Cn1nc(-c2ccccc2)c(-c2nc(-c3ccccc3Cl)no2)c1Cl do in these assays?
Yeast eIF2B: 17.4; Yeast tox: 1.9; Yeast tox inhibition %: 7.5; Yeast eIF2B mutant toxicity: 7.5

How did O=C(COC(=O)c1cnccn1)NCc1ccccc1 do in these assays?
Yeast tox: 20.7; Yeast tox inhibition %: 26.1

How did CCOC(=O)Cc1c(C)nc2c(-c3ccc(Cl)cc3)c(C)[nH]n2c1=O do in these assays?
Yeast eIF2B: 14.9; Yeast tox: 18.8; Yeast tox inhibition %: 9.7; Yeast eIF2B mutant toxicity: 9.7

Results for Cc1cccc(Nc2nc(-c3cccs3)cs2)n1 ?
Yeast eIF2B: 0.5; Yeast tox: 15.4; Yeast tox inhibition %: 9.7; Yeast eIF2B mutant toxicity: 9.7

Bioassay records: PubChem BioAssay, PCMD
